Screening data: PubChem BioAssay, National Center for Advancing Translational Sciences (NCATS)
FEN1 inhibitor = inhibitors of human flap endonuclease 1; P39748; Recombinant FEN1 flap cleavage, fluorescence, 15 min; Potency, µM (series often up to 114 µM), for inactives: at the top dose activity change, negative = inhibition, most hits filed as inhibitors; 0.35% of 390,000 active; AID 588795; also: nearly all actives have a fitted effect of over 65% in size
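Compounds are tested as a concentration series against 10 nM FEN1; after a 15 min room-temperature preincubation, 50 nM substrate starts cleavage, with plate reads at 0 and 15 min. Normalized responses are fitted by a Hill equation.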
GCN5L2 inh = blocks human GCN5L2 histone acetyltransferase; Q92830; GCN5L2 HAT assay, ThioGlo1 CoA-SH fluorescence; Potency, µM (titrated, usually from 58.9 µM), without a hit: top-dose activity change, negative = inhibition, usual class: inhibitors; 0.21% of 390,000 active
Target sequence (Q92830 whole entry, looked up): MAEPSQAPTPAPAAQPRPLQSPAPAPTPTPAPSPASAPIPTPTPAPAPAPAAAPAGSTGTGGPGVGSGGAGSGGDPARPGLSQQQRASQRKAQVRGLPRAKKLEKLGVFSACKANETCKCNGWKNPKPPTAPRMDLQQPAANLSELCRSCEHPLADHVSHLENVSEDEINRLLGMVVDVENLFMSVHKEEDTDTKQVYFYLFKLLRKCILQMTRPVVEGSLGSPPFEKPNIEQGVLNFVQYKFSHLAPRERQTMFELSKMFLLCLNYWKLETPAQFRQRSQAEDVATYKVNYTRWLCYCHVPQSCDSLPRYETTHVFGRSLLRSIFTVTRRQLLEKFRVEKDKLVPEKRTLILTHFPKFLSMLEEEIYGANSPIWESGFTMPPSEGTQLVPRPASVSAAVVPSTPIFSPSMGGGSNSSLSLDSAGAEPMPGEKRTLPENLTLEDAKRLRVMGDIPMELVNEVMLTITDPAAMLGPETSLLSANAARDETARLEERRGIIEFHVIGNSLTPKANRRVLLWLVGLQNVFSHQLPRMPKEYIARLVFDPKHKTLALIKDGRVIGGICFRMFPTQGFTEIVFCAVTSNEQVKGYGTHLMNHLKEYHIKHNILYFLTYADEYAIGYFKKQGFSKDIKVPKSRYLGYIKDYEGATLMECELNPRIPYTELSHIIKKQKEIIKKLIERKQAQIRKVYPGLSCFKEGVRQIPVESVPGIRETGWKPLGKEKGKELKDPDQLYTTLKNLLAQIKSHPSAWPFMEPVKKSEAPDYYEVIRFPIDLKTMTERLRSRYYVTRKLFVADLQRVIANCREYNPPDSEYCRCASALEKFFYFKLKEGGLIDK
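ThioGlo1-coupled HAT assay: 20nM GCN5L2, 70uM acetyl-CoA, 75uM H3(1-25) peptide, pH 7.5. Fluorescence read at 340/540nm at start and after 20 min at room temperature.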
N370S GC = inhibitors or activators of N370S glucocerebrosidase for Gaucher disease | Potency, µM (doses to about 59.4 µM), for inactives: top-dose activity change, negative = inhibition, hits mostly inhibitors | N370S GC spleen homogenate, 4MU-glucoside fluorescence | P04062 | 0.092% of 330,000 active;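 also: 0% = full enzyme activity and -100% = no enzyme basal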
Active calls of the source: *; ? = inconclusive; . = no result given; & = joins results of further samples; [ ] = another dose, or the depositor's remark. Calls follow the shape of the dose curve; as a rule, active = well fitted curve in the direction sought with a large enough effect; inconclusive = small, poorly fitted or top-dose-only effect, or another doubt; inactive = no such curve, though single readings can be large; an effect the other way counts as inactive or inconclusive. Unless noted, % is scaled to controls: 0 for no effect and ±100 for the full control effect; potency is read from the fitted curve at half-maximal effect.

Each structure is followed by: FEN1 inhibitor, GCN5L2 inh, N370S GC
Cc1ccc(N=C2NC(=O)CS2)cc1C
  -1%, 3%, -2%
O=C(CCc1nnc(-c2ccccc2)o1)NCC1CCN(C2CCCC2)CC1
  -6%, -5%, -7%
COc1ccc(OC)c(NC(=O)CN2CCC(C(=O)c3ccc(C)cc3)CC2)c1
  -29%, -7%, -3%
c1ccc(Oc2cccc(CN3CCOCC3)c2)cc1
  3%, -11%, -7%
COC(=O)[C@H](CCSC)NC(=O)Cn1cnc(C(=O)Nc2ccc(C)c(C)c2)n1
  -4%, 0%, .
Cc1ccc(CNc2ccc(-c3nc(-c4ccncc4)no3)cc2[N+](=O)[O-])cc1
  -13%, -16%, .
COc1ccc(-c2cc(C)no2)cc1S(=O)(=O)N1CCCC(C)C1 (stereo not drawn)
  -3%, -2%, .
O=S1(=O)N=C(N(CCO)/N=C/c2ccc(Br)cc2)c2ccccc21
  -5%, -9%, 0%
COc1ccc(N2CCOCC2)c(NC(=O)c2cccnc2)c1
  5%, -3%, 2%
C/C(=N\NC(=O)c1nnn(-c2nonc2N)c1CN1CCC(C)CC1)c1cccc(Br)c1
  11%, -23%, -1%
CN(C)S(=O)(=O)c1ccc(N2CCCC2)c(C(=O)Nc2nccs2)c1
  16%, -4%, .
O=C(Nc1c(C(=O)NCc2ccco2)cnn1-c1ccccc1)c1cccc(F)c1
  -13%, -1%, 5%[2.35 µM]
CC1CCCCC1Nc1nc2ccc(Cl)cc2n2cnnc12 (stereo not drawn)
  -25%, -1%, 20%
CCCCCn1c(=N)c(S(=O)(=O)c2ccc(Br)cc2)cc2c(=O)n3cccc(C)c3nc21
  16%, -1%, -2%
COc1ccc([N+](=O)[O-])cc1NC1CCN(C(=O)c2cccs2)CC1
  4%, 0%, 0%
CNC(=O)COC(=O)c1cc(SC)ccc1Cl
  6%, -4%, -12%
C/C(=N\NC(=O)c1cccc([N+](=O)[O-])c1)c1cccc(NC(=O)C2CC2)c1
  3%, -2%, -1%
CSc1oc(-c2ccc(F)cc2)nc1S(=O)(=O)c1ccc(F)cc1
  -15%, -10%, 3%
COc1ccccc1N1CCN(C(=O)CCCN2C(=O)c3cccc4cccc(c34)C2=O)CC1
  8%, -13%, -12%
COCCSc1ccccc1C(=O)NCC1CCCO1 (stereo not drawn)
  1%, ., 1%
CCOc1ccc(S(=O)(=O)Nc2ccc(S(=O)(=O)N3CCCC3)cc2)cc1
  -3%, -1%, 3%[12.8 µM]
CC(Oc1cccc(Cl)c1)C(=O)N1CCN(c2ncccn2)CC1 (stereo not drawn)
  -11%, -1%, .
Cc1cc(-c2nn(-c3ccccc3F)cc2CN2CCCC(C(N)=O)C2)c(C)s1 (stereo not drawn)
  12%, -2%, -6%
O=C(Nc1ccon1)c1cc(-c2ccccc2)nc2ccccc12
  -11%, -2%, 2%
Cc1ccc(-n2nc(-c3ccccc3)cc2Nc2ccccc2N)cc1
  5%, -3%, 2%
COc1ccc(-c2coc3cc4oc(=O)c(CC(=O)O)c(C)c4cc23)cc1
  -16%, -11%, 3%
CCSc1ccc(-c2nn(-c3ccccc3)cc2/C=C(/C#N)C(=O)NC)cc1
  3%, -5%, 0%
CCCCCCCCCCCCCCCC(=O)OCC(COP(=O)(O)O)OC(=O)CCCCCCCCCCCCCCC (stereo not drawn)
  ., -7%, 8%&2%
Cc1ccccc1C(=O)N1CCN(c2ccc([N+](=O)[O-])c(N3CCOCC3)c2)CC1
  -14%, -5%, -8%
CCOC(=O)C1=NNC2C(=O)N(C3CCCCC3)C(=O)C12 (stereo not drawn)
  -3%, -6%, 10%
O=C(CCCCCNC(=O)N1CCn2c1nc1ccccc12)NCc1ccccc1
  12%, -4%, -11%
CC1CCCC(C)N1C(=O)COC(=O)CCC(=O)c1cccs1 (stereo not drawn)
  11%, -6%, .
Cn1cc(Cl)c(C(=O)NNC(=S)NCc2ccco2)n1
  2%, -3%, -29%
O=C(C1=C[C@@H](c2ccc(Br)cc2)C[C@@H](OCc2ccc(CO)cc2)O1)N1CCOCC1
  -9%, 2%, 8%
CC1(C)Cc2c(C#N)c(N3CCN(C(=O)c4ccccc4)CC3)nc(-c3ccco3)c2CS1
  -15%, ?, 2%
O=C(O)c1ccccc1C(=O)NCC(O)COc1ccc(Cl)cc1 (stereo not drawn)
  5%, -3%, 2%
COc1ccc(-c2cc3nc(C)c(CCC(=O)NCc4ccccc4Cl)c(C)n3n2)c(OC)c1
  -7%, -6%, .
O=C(CNC(=O)c1ccco1)NCCCc1ccccc1
  -7%, -5%, 25%
C=CS(=O)c1sc(Cl)c(N2CCOCC2)c1[N+](=O)[O-] (stereo not drawn)
  ?, -5%, -3%
NNc1ncnc2c1cnn2-c1ccccc1
  13%, 1%, 8%
CCOC(=O)c1cnc2c(C)cc(C)cc2c1Nc1ccc(S(=O)(=O)Nc2ncccn2)cc1
  2%, 6%, 13%
CCOc1ccc(N2C(=O)CC(/C=C3/N(C)c4ccccc4C3(C)C)C2=O)cc1 (stereo not drawn)
  1%, ., -21%
CC(C)(C)OC(=O)N1CCC(c2c(C(=O)NCCc3ccccc3)cnn2-c2ccc(F)cc2F)CC1
  -5%, -4%, .
COC(=O)C1CCN(C(=O)COC(=O)Cn2cnnn2)CC1
  0%, -7%, 5%
CC(C)N(Cc1nc(-c2ccccc2)no1)C(=O)c1ccc(Br)o1
  -11%, -17%, 25%

Reformatted with each value named: part of the list above.
CC(C)(C)OC(=O)N1CCC(c2c(C(=O)NCCc3ccccc3)cnn2-c2ccc(F)cc2F)CC1
  FEN1 inhibitor = -5%; GCN5L2 inh = -4%; N370S GC = .

CC(C)N(Cc1nc(-c2ccccc2)no1)C(=O)c1ccc(Br)o1
  FEN1 inhibitor = -11%; GCN5L2 inh = -17%; N370S GC = 25%

COc1ccc(-c2cc3nc(C)c(CCC(=O)NCc4ccccc4Cl)c(C)n3n2)c(OC)c1
  FEN1 inhibitor = -7%; GCN5L2 inh = -6%; N370S GC = .

CCOc1ccc(N2C(=O)CC(/C=C3/N(C)c4ccccc4C3(C)C)C2=O)cc1 (stereo not drawn)
  FEN1 inhibitor = 1%; GCN5L2 inh = .; N370S GC = -21%

Going on with the list.
Each structure is followed by: FEN1 inhibitor, GCN5L2 inh, N370S GC
CCC(=O)N(c1nnc(SCC(=O)Nc2ccccc2Cl)s1)C1CC1
  20%, 3%, .
COc1ccc(-c2cc(C(F)(F)F)n3nc(C(=O)NCCN4CCOCC4)cc3n2)cc1
  7%, -4%, 3%
CCOc1cccc(C2c3[nH]c4ccccc4c3CCN2C(=O)CCC2CCCC2)c1 (stereo not drawn)
  1%, -22%, .
O=C(NC1CC(=O)N(c2ccc(F)cc2)C1)C1CC1 (stereo not drawn)
  17%, -5%, .
O=C(NC1CCN(Cc2ccccc2)CC1)c1ccccc1
  3%, -15%, -4%
CC(C)CN(CC(C)C)C(=O)Nc1ccc(F)cc1F
  -4%, -10%, 6%
COc1ccc2c(c1)c1ncn(Cc3ccccn3)c(=O)c1n2C
  -12%, -3%, ?
N#C/C(=C(/O)COc1ccc(Br)cc1)c1nnc2n1CCCCC2
  -5%, -1%, 17%
O=c1[nH]c(CN2CCN(Cc3ccc4c(c3)OCO4)CC2)nc2sc3c(c12)CCC3
  ., -3%, 8%
Cc1cc(C)nc(NS(=O)(=O)c2ccc(NC(=O)Cc3ccc(F)cc3)cc2)n1
  -10%, -1%, -1%
Cc1cccc(-c2nnnn2-c2cccc(C)c2)c1
  -7%, 2%, 8%
COc1ccc(S(=O)(=O)N2CCN(C(=O)c3cc4c(s3)CCCC4)CC2)cc1
  -18%, -8%, .
COc1cc(C)c(Cl)cc1S(=O)(=O)N(C)C
  -2%, 2%, 11%
CC1(C)CC(=O)C(C(=O)C2CCN(S(=O)(=O)c3ccccc3)CC2)C(=O)C1
  -1%, -6%, 10%
Cc1ccccc1OCCn1cc(C(=S)N2CCN(C)CC2)c2ccccc21
  ?, -3%, ?

Fetched one by one from the entries so far:
Each structure is followed by: FEN1 inhibitor, GCN5L2 inh, N370S GC
COc1ccc(S(=O)(=O)N2CCN(C(=O)c3cc4c(s3)CCCC4)CC2)cc1
  -18%, -8%, .
COc1cc(C)c(Cl)cc1S(=O)(=O)N(C)C
  -2%, 2%, 11%

(listing goes on)
Each structure is followed by: FEN1 inhibitor, GCN5L2 inh, N370S GC
CN(CC(=O)Nc1ccc(N2CCOCC2)cc1)C(=O)c1cn(-c2ccccc2)nc1-c1ccccc1
  -1%, 2%, -6%
COc1ccc(/C=N/n2c(SC)nnc(C(C)(C)C)c2=O)c(OC)c1
  1%, 1%, 12%
Cc1ccc(NC(=O)C(=O)NCCN2CCN(S(=O)(=O)c3ccccc3)CC2)cc1C
  6%, 1%, -6%
CCc1sc(C(=O)NCc2ccco2)cc1Br
  -18%, -1%, 6%
O=[N+]([O-])c1cccnc1-n1cnc2ccccc21
  22%, -4%, 10%
Cc1nn(-c2ccccc2)c2c1C(=O)N(c1ccccc1)C(=O)C(C)(C)C2
  51%[activator], -3%, 2%
COc1ccc(CN(CCN2CCOCC2)C(=O)c2c(F)cccc2F)cc1OC
  -2%, -4%, 1%
CC(=O)Nc1ccc(-c2csc(NC(=O)C3CC(=O)N(c4ccc5c(c4)OCCO5)C3)n2)cc1 (stereo not drawn)
  11%, -9%, -1%
Fc1ccc(CN2CCN3CCCC3C2C2CCCCC2)cc1F (stereo not drawn)
  1%, -5%, 2%
COC(=O)CCC(=O)N1CCCC(C(=O)c2ccc(Cl)cc2C)C1 (stereo not drawn)
  0%, -9%, 1%
O=C(c1cccc(N2C(=O)C3CC=CCC3C2=O)c1)N1CCN(c2ccccc2)CC1 (stereo not drawn)
  17%, -11%, -3%
CN(C)C=Nc1ccc2nn(-c3ccccc3)nc2c1
  11%, ?, 9%
COC(=O)C(C)n1cnc2c(nnn2-c2ccc(OC)cc2)c1=O (stereo not drawn)
  -17%, ?, 1%
C=CCn1cc(C(=O)OCC)c(=O)c2cc(F)c(F)cc21
  0%, 0%, -1%
COc1cccc(CCNC(=O)c2c(O)nc3ccccn3c2=O)c1
  16%, -4%, .
CCOc1ccc(NC(=O)CN(C)C(=O)Cc2c(C)nc3ccccc3c2C)cc1OCC
  -1%, -14%, -18%
COc1ccccc1N1CCN(C(=O)c2nc(SC)ncc2Cl)CC1
  15%, -3%, .
Cc1ccc2c(c1)C1CN(C)CCC1N2Sc1ccccc1[N+](=O)[O-] (stereo not drawn)
  -27%, -20%, -4%
COc1ccccc1CN1CCNC(=O)C1CC(=O)O (stereo not drawn)
  11%, 1%, -4%
CCN1CCCC1CNC(=O)c1cc(S(=O)(=O)CC)c(N)cc1OC (stereo not drawn)
  ., -2%&0%&0%, -3%&-1%&2%
Cc1ccc(NC(=O)C(=O)NCCc2c[nH]c3ccccc23)c(C)c1
  2%, -12%, 5%
CCN(CC)CCOC(c1ccccc1)c1ccc(C)cc1 (stereo not drawn)
  -5%, -1%, -3%
CCOc1ccc(OCCNC2CCCC2)cc1
  -3%, -6%, 0%
CCOC(=O)CSc1nc2c(sc3ccccc32)c(=O)n1CCCN1CCOCC1
  -14%, -6%, -12%
COc1ccccc1/C=C/C(=O)NCC(=O)n1nc(C)cc1C
  1%, -3%, 2%
COc1ccccc1NC(=S)N1CCC(NC(=O)c2ccco2)CC1
  -5%, 15%, 4%
COc1cc(OC)cc(C(=O)N[C@H](C(=O)OCC(=O)Nc2ccc(C(C)C)cc2)C(C)C)c1
  -2%, -12%, ?
Cc1c(Cl)cccc1NC(=O)Nc1nnc(N(C)C2CCCCC2)s1
  11%, -6%, .
COc1ccc(N2CCN(C(=O)C3CCCN(S(=O)(=O)c4ccc(F)cc4)C3)CC2)cc1 (stereo not drawn)
  -2%, -5%, 3%
COc1ccc(/C=C/c2onc(C)c2S(=O)(=O)N2CCC(C(=O)N3CCC(C)CC3)CC2)cc1
  -1%&9%, -9%&-3%, 1%
COC(=O)c1ccc(OC(=O)c2ccc(OC)c(OC)c2)c(OC)c1
  -1%, -4%, -3%
Cc1ccccc1CCN(C(=O)Cn1nnc2ccccc21)C(C(=O)NC(C)(C)C)c1ccsc1 (stereo not drawn)
  2%, 4%, -16%
CN(C)CCN(C)Cc1c2ccccc2c(CN(C)CCN(C)C)c2ccccc12
  50µM*, -2%, -1%
O=C(COC(=O)c1cc(=O)[nH]c(=O)[nH]1)Nc1cccc(S(=O)(=O)N2CCOCC2)c1
  3%, -4%, 5%
O=C(Nc1cccc2c1CCCC2)c1ccccc1Cl
  -10%, 2%, 4%
c1ccc2c(SCc3cn4ccccc4n3)nncc2c1
  7%, 5%, 13%
NC(N)=NS(=O)(=O)c1ccc(NC(=S)NC(=O)/C=C/c2ccc(F)cc2)cc1
  0%, -11%, -1%
O=C(/C=C/c1ccccc1)NCCCNC(=O)/C=C/c1ccccc1
  0%, 0%, -2%
CCN(CC)C(=O)Cn1cc(C(=O)C(=O)N2CCCc3ccccc32)c2ccccc21
  -1%, -7%, -20%
